# TRPV1 agonist: HTS Assay for Compounds that Act as Agonists of the Vanilloid Receptor 1; Transient receptor potential cation channel subfamily V member 1 (Homo sapiens), Q8NER1; TRPV1-expressing cells, Fluo-8 calcium influx, agonist mode; activation, % at 8.33 µM; 320,000 compounds, 0.19% hits; in the data active means activation above about 80%; inconclusive means between about 30% and that limit; further: 0% is about no effect
#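 Fluo-8 calcium influx in TRPV1-expressing cells, kinetic read (ex 480/em 520 nm). Compound added and read 3 min for agonist activity, followed by capsaicin at EC20 final and 2 min further read for enhancement.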
# B2AR arrestin: qHTS assay of beta-arrestin-biased ligands of beta2-adrenergic receptor; beta-arrestin recruitment to beta2AR, cell-based reporter; 330,000 compounds, 0.02% hits; Potency, µM (doses to about 46.1 µM), inactives show at the top dose activation, usual class: activators; Beta-2 adrenergic receptor (Homo sapiens), P07550;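 further: potency means the concentration at half of the fitted maximal effect; 0% = DMSO controls and full agonism = EC100 isoproterenol or metaproterenol; nearly all actives have a fitted effect of over 65% in size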
# Target sequence (P07550 whole entry, looked up): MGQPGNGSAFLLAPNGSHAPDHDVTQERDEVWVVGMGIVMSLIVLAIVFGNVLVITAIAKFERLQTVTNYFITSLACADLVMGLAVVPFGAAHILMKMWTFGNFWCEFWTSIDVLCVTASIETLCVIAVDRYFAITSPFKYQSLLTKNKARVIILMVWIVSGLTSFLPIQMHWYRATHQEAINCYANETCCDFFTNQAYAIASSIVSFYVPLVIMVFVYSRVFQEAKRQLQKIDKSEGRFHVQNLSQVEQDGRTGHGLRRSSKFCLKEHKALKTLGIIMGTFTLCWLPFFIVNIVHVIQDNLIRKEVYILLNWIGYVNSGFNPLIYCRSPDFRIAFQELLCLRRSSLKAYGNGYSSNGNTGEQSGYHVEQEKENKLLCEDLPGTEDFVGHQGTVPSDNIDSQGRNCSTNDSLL
# S-ASM inh: Inhibitors of Secretory Acid Sphingomyelinase (S-ASM): qHTS | Sphingomyelin phosphodiesterase (Homo sapiens), P17405 | placental ASM, HMU-PC fluorogenic substrate, 60 min | Potency, µM (titrated, usually from 57.5 µM), without a hit: top-dose activity change, negative = inhibition, hits mostly inhibitors | 340,000 compounds, 0.006% hits; further: potency means the concentration at half of the fitted maximal effect
#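 HMU-PC0 cleavage (9 uM final) by human placental ASM, 60 min at 37 °C following 10 min compound exposure at RT; stopped at pH 10, fluorescence Ex 386/Em 447 nm.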
# BRCA1 expr up: qHTS Assay to Identify Small Molecule Activators of BRCA1 Expression | MCF7-BRCA1-FFLuc reporter, luminescence, 48 h; response scale: scaled: vehicle 0%, 10 µM genistein 100% | Potency, µM (highest dose often 46.1 µM), inactives show at the top dose activation, usual class: activators | 380,000 compounds, 1.1% hits; further: potency means the concentration at half of the fitted maximal effect; nearly all actives have a fitted effect of over 80% in size; some results filed as inactive show a strong effect at the top dose
#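 First, MCF7-BRCA1-FFLuc cells (2000/well) attach for 2 h; next, compounds are pin-added and incubated 48 h at 37 °C; finally, luciferase reagent is added and luminescence read after 15 min.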
# uPA surface inh: qHTS for Inhibitors of Cell Surface uPA Generation. cell surface uPA generation assay, qHTS. Potency, µM (doses to about 38.3 µM), inactives show at the top dose activity change, negative = inhibition, actives largely listed as inhibitors. AID 540303, 2011. 330,000 compounds, 0.31% hits; active means well fitted inhibition curve with a large enough effect; inconclusive means small, poorly fitted or top-dose-only effect; inactive means no such curve, though single readings can be large or run the other way; tested in mouse RAW 264.7 cells; further: potency means the concentration at half of the fitted maximal effect; on the % scale 0 is the no-effect control and ±100 the full control effect; nearly all actives have a fitted effect of over 55% in size
# ELG1 genotox: qHTS screen for small molecules that induce genotoxicity in human embryonic kidney (HEK293T) cells expressing luciferase-tagged ELG1 | HEK293T ELG1-luciferase reporter, luminescence, 16 h | Potency, µM (titrated, usually from 46 µM), for inactives: at the top dose activity change, positive = activation, hits mostly activators | 330,000 compounds, 1.3% hits; further: potency means the concentration at half of the fitted maximal effect; % of control where 0% means no effect; nearly all actives have a fitted effect of over 60% in size
#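 16 hr compound incubation (37 °C, 5% CO2) of HEK293T cells carrying luciferase-tagged ELG1; luciferase then measured by ONE-Glo luminescence after 30 min at RT.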
# USP2a inh: qHTS Assay for Inhibitors of Ubiquitin-specific Protease USP2a Using CHOP2 as the Reporter; Ubiquitin carboxyl-terminal hydrolase 2 (Homo sapiens), O75604; USP2 core, Ub-CHOP2 coupled fluorogenic reporter, 485/531; Potency, µM (highest dose often 38.3 µM), without a hit: top-dose activity change, negative = inhibition, most hits filed as inhibitors; 330,000 compounds, 0.01% hits;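 further: potency means the concentration at half of the fitted maximal effect; plate controls were DMSO wells for no effect and full inhibition by NEM control for full effect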
# Target sequence (O75604 whole entry, looked up): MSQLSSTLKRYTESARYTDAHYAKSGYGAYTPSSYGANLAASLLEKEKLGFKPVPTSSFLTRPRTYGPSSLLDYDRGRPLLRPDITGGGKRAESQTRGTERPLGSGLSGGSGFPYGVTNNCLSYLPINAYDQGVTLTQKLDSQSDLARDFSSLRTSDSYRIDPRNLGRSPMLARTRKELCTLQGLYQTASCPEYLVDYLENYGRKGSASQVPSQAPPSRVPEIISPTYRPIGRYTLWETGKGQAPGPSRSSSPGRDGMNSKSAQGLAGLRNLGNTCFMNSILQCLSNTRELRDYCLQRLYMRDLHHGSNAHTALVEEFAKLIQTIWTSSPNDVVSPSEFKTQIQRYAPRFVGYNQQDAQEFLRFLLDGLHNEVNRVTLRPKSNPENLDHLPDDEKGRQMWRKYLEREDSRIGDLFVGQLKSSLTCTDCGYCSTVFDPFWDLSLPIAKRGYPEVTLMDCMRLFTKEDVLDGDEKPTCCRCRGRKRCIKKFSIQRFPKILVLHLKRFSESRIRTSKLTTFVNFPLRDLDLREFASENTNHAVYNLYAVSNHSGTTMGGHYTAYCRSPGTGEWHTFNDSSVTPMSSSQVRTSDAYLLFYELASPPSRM
#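 Cell-free coupled assay: 10nM USP2 core preincubated 30min RT with compound in Tris-HCl pH 8.0/CaCl2/CHAPS buffer, then 25nM Ub-CHOP2 and 25nM reporter substrate; fluorescence (Ex 485/Em 531) read after 60min RT, normalized to NEM inhibition, concentration-response curves fitted.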
# a7 integrin act: qHTS for Activators of Integrin-Mediated Alleviation for Muscular Dystrophy. alpha7betagal myoblasts, beta-gal FDG fluorescence, 48 h. Potency, µM (highest dose often 38.3 µM), without a hit: at the highest dose activation, usual class: activators. 350,000 compounds, 0.064% hits;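 further: potency means the concentration at half of the fitted maximal effect; 100% = response of the positive control SU9516; nearly all actives have a fitted effect of over 60% in size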
#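 Alpha7betagal+/- myoblasts (passage 13) were plated 16-24 hr, then exposed to compounds (1:260 dilution of DMSO stock) for 48 hours at 37C. After MPER lysis, β-galactosidase reporter activity was read as FDG fluorescence (ex 480/em 540) after 30 minutes.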
# Eya2 inh: qHTS Assay for Inhibitors of the Phosphatase Activity of Eya2; Potency, µM (highest dose often 76.9 µM), for the others: at the top dose activity, negative = inhibition, actives largely listed as inhibitors; recombinant Eya2, OMFP fluorescence dephosphorylation (OMFP is methylfluorescein phosphate); Protein phosphatase EYA2 (Homo sapiens), O00167; 330,000 compounds, 0.006% hits; further: potency means the concentration at half of the fitted maximal effect; on the % scale 0 is the no-effect control and ±100 the full control effect
#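 Eya2 protein (added as 0.2 uM solution) was preincubated with compound for 10 min at ambient temperature in 50 mM HEPES pH 7.5, 50 mM NaCl, 5 uM MgCl2, 0.05% BSA, 1 mM DTT. OMFP (added at 50 uM) then reacted 10 min; fluorescence read at 485/525 nm.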
# PTAP TSG101 blk: qHTS Assay for Iinhibitors of HIV-1 Budding by Blocking the Interaction of PTAP/TSG101 | Potency, µM (top dose mostly 115 µM), for the others: at the top dose activity change, negative = inhibition, actives largely listed as inhibitors | Fluorescence polarization, FITC-PTAP peptide / Tsg101 binding | AID 493005, 2010 | 340,000 tested, under 10 active; active means well fitted inhibition curve with a large enough effect in the main read-out, with a control signal flat, not every such curve was filed as active; inconclusive means small, poorly fitted or top-dose-only effect, or effect the other way, or a change in a side signal; inactive means no such curve, though single readings can be large or run the other way; further: potency means the concentration at half of the fitted maximal effect; % of control where 0% means no effect
#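 Steps: Tsg101 binding domain dispensed (10 uM final), compounds pinned in DMSO, FITC-labeled PTAP-motif peptide added (50 nM final); after 20 min binding at room temperature, polarization measured.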
# p53 reactivator: qHTS assay for re-activators of p53 using a Luc reporter; H1299 p53-A138V BP100-luciferase reporter, luminescence, 24 h; Potency, µM (doses to about 92.2 µM), for inactives: at the top dose activity change, positive = activation, most hits filed as activators; 320,000 compounds, 0.063% hits; AID 504706, 2011; further: potency means the concentration at half of the fitted maximal effect; % of control where 0% means no effect; nearly all actives have a fitted effect of over 45% in size
#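 H1299 (p53-null), stable ts p53-A138V + BP100-Luc; 1000 cells/well, Opti-MEM/10% FBS; cpd 4 pt, 1:5; 24 h, 37 deg C, 5% CO2; detection reagent 10 min RT; luminescence.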
# Numbers without * were called inactive; ? = inconclusive; nt = no result given; [ ] = dose if it differs, or a comment. Unless noted, the call rests on the fitted dose curve; in most records, active means well fitted curve in the direction sought with a large enough effect; inconclusive means small, poorly fitted or top-dose-only effect, or another doubt; inactive means no such curve, though single readings can be large; an effect the other way counts as inactive or inconclusive.
nr	Molecule	TRPV1 agonist	B2AR arrestin	S-ASM inh	BRCA1 expr up	uPA surface inh	ELG1 genotox
1	CCOC(=O)C1CCCN(C2CC(=O)N(c3ccc(N4C(=O)CC(N5CCCC(C(=O)OCC)C5)C4=O)cc3)C2=O)C1 (stereo not drawn)	2	-0.1%	4%	24%	-9%	-4%
2	CN(c1ccccc1)c1nc(N)c([N+](=O)[O-])c(NCc2ccco2)n1	-1	-1.8%	-12%	-39%	-3%	-3%
3	COc1ccccc1OCCNC(=O)CCNC(=O)c1ccccc1Cl	1	-0.1%	-1%	0%	-61%	-1%
4	O=C(NCCC(c1ccccc1)c1ccco1)c1cccs1 (stereo not drawn)	?	-1.1%	3%	?	-1%	10%
5	Cc1ccc(NC(=O)C2CCCN2S(=O)(=O)c2ccc3c(c2)n(C)c(=O)c(=O)n3C)cc1C (stereo not drawn)	3	-0.4%	-3%	13%	-3%	1%
6	Cc1ccc(C)c(S(=O)(=O)Nc2ccc3scnc3c2)c1	-7	0.0%	2%	-43%	-11%	-6%
7	CN(C)CCCN(C(=O)c1ccc([N+](=O)[O-])s1)c1nc2cc3c(cc2s1)OCCO3	-2	-1.2%	-10%	1%	?	15%
8	COc1ccc(C(=O)NC(=S)Nc2ccccc2N2CCN(S(C)(=O)=O)CC2)cc1OC	0	0.4%	-14%	-37%	nt	-13%
9	COc1cccc(CN2CC(C(=O)NCc3ccc(Cl)s3)CCC2=O)c1 (stereo not drawn)	13	-0.6%	3%	7%	3%	1%
10	O=C(O)/C=C/C(=O)N1CCN(S(=O)(=O)c2cccc(C(F)(F)F)c2)CC1	1	-0.3%	1%	-10%	11%	-1%

nr	USP2a inh	a7 integrin act	Eya2 inh	PTAP TSG101 blk	p53 reactivator
1	3%	-2%	-23%	-3%	-2%
2	-4%	?	-6%	-2%	-12%
3	4%	-33%	3%	-2%	23%
4	7%	-26%	9%	0%	2%
5	2%	4%	4%	-2%	-12%
6	-1%	-12%	6%	-2%	-21%
7	1%	-66%[inhibitor]	6%	-5%	29%
8	-1%	-14%	8%	-4%	-10%
9	-1%	-6%	-21%	-3%	nt
10	4%	-2%	6%	-3%	-4%

# Some of the entries above, set out differently:
item | Molecule | TRPV1 agonist | B2AR arrestin | S-ASM inh | BRCA1 expr up | uPA surface inh | ELG1 genotox | USP2a inh | a7 integrin act | Eya2 inh | PTAP TSG101 blk | p53 reactivator
8 | COc1ccc(C(=O)NC(=S)Nc2ccccc2N2CCN(S(C)(=O)=O)CC2)cc1OC | 0 | 0.4% | -14% | -37% | nt | -13% | -1% | -14% | 8% | -4% | -10%
9 | COc1cccc(CN2CC(C(=O)NCc3ccc(Cl)s3)CCC2=O)c1 (stereo not drawn) | 13 | -0.6% | 3% | 7% | 3% | 1% | -1% | -6% | -21% | -3% | nt
10 | O=C(O)/C=C/C(=O)N1CCN(S(=O)(=O)c2cccc(C(F)(F)F)c2)CC1 | 1 | -0.3% | 1% | -10% | 11% | -1% | 4% | -2% | 6% | -3% | -4%

# (next part)
nr	Molecule	TRPV1 agonist	B2AR arrestin	S-ASM inh	BRCA1 expr up	uPA surface inh	ELG1 genotox
11	C=CCNC(=S)N1CCC(C(=O)c2ccc(OC)cc2)CC1	20	0.2%	0%	-20%	-5%	-1%
12	Cc1ccc(-n2nc3c(c2NC(=O)c2ccco2)CS(=O)(=O)C3)cc1C	-1	-0.4%	20%	-12%	-21%	16%
13	O=C(O)C1C2C=CC(C2)C1C(=O)OCC1CCCO1 (stereo not drawn)	-5	-0.3%	5%	-2%	4%	0%
14	Cc1ccc(OCc2ccc(C(=O)NN)o2)c([N+](=O)[O-])c1	14	-0.1%	3%	5%	3%	3%
15	CCSc1nc2sc3c(c2c(=O)[nH]1)CC(C)(CC)OC3 (stereo not drawn)	-3	0.2%	0%	0%	nt	0%
16	Cc1cc(C)c2cc(C(=O)Nc3ccccc3)[nH]c2c1	?	0.2%	-5%	80%	-7%	?
17	C[C@@H]1COC(=O)[C@H](CC(=O)OC(C)(C)C)C/C=C\C[C@H](CC(=O)NCCO)C(=O)N1	nt	0.3%	5%	0%	3%	-1%
18	COc1ccc(C(=O)NCC2CCCO2)cc1OC (stereo not drawn)	25	-0.2%	1%	-7%	0%	3%
19	CSc1ccccc1NC(=O)CN(C)C(C)C(=O)NC(=O)NC1CCCCC1 (stereo not drawn)	17	-0.5%	3%	-38%	1%	-5%
20	Nc1c(N(Cc2ccco2)C(=O)COc2ccccc2Cl)c(=O)[nH]c(=O)n1Cc1ccccc1	0	0.4%	1%	-8%	6%	1%

nr	USP2a inh	a7 integrin act	Eya2 inh	PTAP TSG101 blk	p53 reactivator
11	2%	-21%	7%	0%	3%
12	0%	-24%	5%	nt	-1%
13	-1%	?	2%	0%	-3%
14	-1%	-21%	17%	1%	1%
15	-1%	10%[7.66 µM]	6%	-3%	-1%
16	-1%	13%	20%	-10%	2%
17	3%	1%	9%	-2%	3%
18	0%	?	-5%	-4%	0%
19	-5%	-15%	0%	-7%	0%
20	0%	-22%	6%	-8%	1%

# Further structures.
nr	Molecule	TRPV1 agonist	B2AR arrestin	S-ASM inh	BRCA1 expr up	uPA surface inh	ELG1 genotox
21	COc1ccc(-c2nc(SC(CC(=O)NCc3ccccc3)c3ccc(OC)c(OC)c3)n[nH]2)cc1 (stereo not drawn)	-2	12%	-12%	-27%	2%	-2%
22	Cc1cc(OCC(=O)N2CCN(c3ccccn3)CC2)c(C)cc1Br	2	-0.7%	-5%	-21%	2%	-14%
23	CCOC(=O)C1(C)C=C(Nc2ccc(C)cc2)C(=O)N1c1ccc(C)cc1 (stereo not drawn)	-5	0.1%	22%	22%	-1%	8%
24	COc1ccccc1C(C#N)c1cccc(Cl)n1 (stereo not drawn)	7	0.0%	2%	-9%	-11%	-5%
25	CC12CCC(C(N)=O)(c3nc4ccccc4nc31)C2(C)C (stereo not drawn)	-1	-0.1%	0%	0%	1%	-5%
26	Cc1ccc(N(CC(=O)NC2CCCCC2)C(=O)c2ccc(C)s2)cc1	24	0.2%	2%	-4%	10%	-2%
27	C[C@H](NC(=O)Cc1cccc2ccccc12)C(=O)N1CCOCC1	nt	-0.1%	1%	-10%	4%	0%
28	Nc1nonc1-n1nncc1-c1ccccc1	4	-1.3%	2%	15%	2%	1%
29	CNC(=S)N(Cc1ccc(OC)cc1)C1CC(=O)N(c2ccc(C(=O)OC)cc2)C1=O (stereo not drawn)	1	0.7%	nt	nt	nt	-2%
30	CC1CCCN(C(=O)CCNS(=O)(=O)c2ccc3c(c2)oc(=O)n3C)C1 (stereo not drawn)	4	0.1%	1%	1%	-1%	-1%
31	CC1CCN(C(=S)Nc2ccc3nc4n(c(=O)c3c2)CCCCC4)CC1	9	-0.9%	3%	-28%	-5%	-3%
32	CCOc1ccc(C(=O)Nc2ccc(-c3cc4ccccc4oc3=O)c(C)c2)cc1[N+](=O)[O-]	0	-1.1%	1%	-48%	-5%	-2%
33	CSc1ccccc1C(=O)Nc1c(C)cccc1C	0	-0.8%	0%	-16%	-4%	0%

nr	USP2a inh	a7 integrin act	Eya2 inh	PTAP TSG101 blk	p53 reactivator
21	4%	-20%	-7%	-5%	-5%
22	2%	-6%	5%	-2%	-13%
23	-1%	15%	-6%	-1%	3%
24	4%	-2%	9%	-2%	1%
25	-1%	6%	-14%	-5%	-14%
26	1%	-14%	?	-7%	-8%
27	0%	-11%	-11%	-14%	-5%
28	-1%	-14%	-32%	-2%	0%
29	-1%	nt	-4%	nt	-21%
30	3%	?	-2%	-4%	7%
31	4%	9%	-9%	1%	3%
32	3%	-3%	4%	-1%	-13%
33	8%	29%	0%	1%	-5%

# Rows are unselected (roughly 2.6% active in at least one column).
